Compound activity as filed in PubChem BioAssay.
ANO1 activ: activators or potentiators of mouse TMEM16A chloride channel. Q8BHY3. 340,000 tested, 0.3% active. HEK293 TMEM16A/YFP-H148Q/I152L, iodide quench fluorescence; stronger effect = lower value. B-score at 10 µM;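 active = fluorescence-ratio B-score plate-corrected deviation score at least 3 library SD below zero, with starting fluorescence score within 5 deviations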;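 note: channel opened by trigger with iodide after compound preincubation; score built on the fluorescence ratio of max minus min over baseline; more negative score means more quench and so TMEM16A activation or potentiation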
Dyrk1A ADPGlo: inhibitors of rat Dyrk1A kinase; AID 504441; Q63470; inhibition, % at 12.5 µM; 310,000 tested, 0.43% active; ADP-Glo luminescence, NFATc1 peptide; in the data active = inhibition above about 50%;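 note: plate controls were vehicle with enzyme for no effect and no enzyme for full effect; many of its hits are not listed in these tables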
KCNK3 block: human KCNK3 channel inhibition, primary screen; 340,000 tested, 0.84% active; AID 602410; CHO-KCNK3 thallium flux, FluxOR fluorescence; stronger effect = lower value; B-score at 10 µM;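 active = B-score under library mean minus 4 SD, starting fluorescence ratio at most library mean plus 5 SD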;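 note: more negative B-score means stronger inhibition of thallium flux through KCNK3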
Target sequence (O14649 whole entry, looked up): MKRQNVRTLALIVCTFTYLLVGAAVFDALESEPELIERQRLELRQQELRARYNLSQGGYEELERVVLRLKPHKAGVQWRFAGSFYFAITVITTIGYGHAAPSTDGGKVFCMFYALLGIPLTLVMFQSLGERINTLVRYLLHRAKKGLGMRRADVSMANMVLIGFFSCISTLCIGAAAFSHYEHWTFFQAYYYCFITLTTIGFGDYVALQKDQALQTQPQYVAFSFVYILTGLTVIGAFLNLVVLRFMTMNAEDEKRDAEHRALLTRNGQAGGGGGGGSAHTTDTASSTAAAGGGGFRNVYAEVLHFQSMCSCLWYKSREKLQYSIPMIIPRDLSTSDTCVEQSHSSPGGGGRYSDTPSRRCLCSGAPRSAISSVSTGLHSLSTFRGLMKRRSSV
HDAC3 inhib: inhibitors of human histone deacetylase 3; O15379; recombinant HDAC3, fluorogenic peptide/trypsin coupled, fluorescence; inhibition, % at 8.3 µM; 320,000 tested, 0.15% active; in the data active = inhibition above about 26%, passing the limit was not always enough
Target sequence (O15379 whole entry, looked up): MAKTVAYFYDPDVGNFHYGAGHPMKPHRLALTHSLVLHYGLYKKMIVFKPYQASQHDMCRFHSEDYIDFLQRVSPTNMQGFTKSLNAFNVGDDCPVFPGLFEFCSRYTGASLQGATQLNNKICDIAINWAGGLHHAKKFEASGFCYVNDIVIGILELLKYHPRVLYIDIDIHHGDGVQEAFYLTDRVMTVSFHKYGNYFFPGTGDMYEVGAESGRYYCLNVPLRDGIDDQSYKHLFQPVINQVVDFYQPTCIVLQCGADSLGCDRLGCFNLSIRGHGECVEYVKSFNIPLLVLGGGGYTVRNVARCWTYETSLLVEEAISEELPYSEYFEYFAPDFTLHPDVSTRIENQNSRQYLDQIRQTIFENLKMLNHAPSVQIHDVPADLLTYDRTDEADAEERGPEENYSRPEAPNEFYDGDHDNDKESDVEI
* hit, by the source's call; i = inactive. These rows are one share of the data; the hit share may differ from the screen's.

SMILES	ANO1 activ	Dyrk1A ADPGlo	KCNK3 block	HDAC3 inhib
O=C1C[C@@H]2c3c(cccc3CN1Cc1ccc(F)cc1)C[C@@H](O)[C@H]2O	i	5	i	-4
Cc1ccc(CN2Cc3cccc4c3[C@@H](CC2=O)[C@H](O)[C@H](O)C4)cc1	i	4	i	-5
Cc1cccc(N2CC(C(=O)NC3CCCCCC3)CC2=O)c1C (stereo not given)	i	-5	i	-6
CC(C)C(NC(=O)c1ccc(C(C)(C)C)cc1)C(=O)Nc1ccc(N2CCOCC2)cc1 (stereo not given)	i	-5	i	7
COc1ccccc1C(=O)NC(CCSC)C(=O)NNC(=O)c1ccccc1O (stereo not given)	i	2	i	3
CC(C)(C)OC(=O)C[C@@H]1C/C=C\C[C@@H](CC(=O)N(CCO)Cc2ccccc2)C(=O)NC[C@@H](c2ccccc2)OC1=O	i	5	i	4
COCc1c(C(=O)OCc2nnc(-c3ccc([N+](=O)[O-])cc3)o2)oc2ccccc12	i	-5	i	2
O=C(COC(=O)CNC(=O)c1ccccc1)NCCCc1ccccc1	i	-1	i	-3
O=C(COC(=O)c1cc2ccccc2cc1O)NCc1ccccc1	i	0	i	0
CCCn1c(N)c(C(=O)COC(=O)/C=C/c2ccc(OC(F)F)c(OC)c2)c(=O)[nH]c1=O	i	-4	i	2
O=C(CN1CCCCC1)NCC(=O)Nc1ccc(F)c(F)c1F	i	5	i	1
CCCCc1cc2ccccc2c(OCCN(C)C)n1	i	8	i	-2
Cc1cc(C(=O)NCC(=O)Nc2ccc(F)c(F)c2)c(C)o1	i	-1	i	1
Cn1cccc1C(=O)OCC(=O)NCCc1ccc(S(N)(=O)=O)cc1	i	-3	i	0
COc1ccc2c(C)cc(SCC(=O)NCC3CCCO3)nc2c1 (stereo not given)	i	18	i	6
CC(=O)c1sc(NC(=O)CN2C(=O)C3CCCCC3C2=O)nc1-c1ccccc1 (stereo not given)	i	19	i	4
O=C(NCCc1ccc(C(F)(F)F)cc1)c1ccc2c(c1)OCO2	i	1	i	2
O=C1C=C(c2cccc(Cl)c2O)C[C@@H](c2ccc(F)cc2)C1	i	-29	i	-3
CC(=O)Nc1ccc(S[C@@H](CCN2CC[C@H](C(C)(C)C)CCC2=O)c2ccccc2)cc1	i	0	i	16
CC(C)Cc1nnc(NC(=O)C2CC(=O)N(c3ccc4c(c3)OCCO4)C2)s1 (stereo not given)	i	-9	i	1
O=C1C=C(c2ccc3c(c2)OCO3)C[C@@H](c2ccc(F)cc2)C1	i	19	i	0
CC1CN(C(=O)c2ccccc2NS(=O)(=O)c2ccc(Cl)cc2)CC(C)O1 (stereo not given)	i	4	i	1
Cc1cc(C(=O)NC2CCCCCC2)c2ccccc2n1	i	-5	i	-5
COc1ccc(C(=O)Nc2nc(C)c(C(C)=O)s2)cc1S(=O)(=O)N1CCOCC1	i	4	i	-6
CCN(C(=O)COC(=O)c1cc(Cl)ccc1OC)c1c(N)n(Cc2ccccc2)c(=O)[nH]c1=O	i	-5	i	-1
C=CCC(NC(=O)c1ccc(C#N)cc1)C(=O)NCCC (stereo not given)	i	-5	i	-8
COC(=O)c1cc(COC(=O)CNC(=O)c2ccc(Br)cc2)oc1C	i	-3	i	-8
C[C@H](CO)N1C[C@H](C)[C@@H](CN(C)S(=O)(=O)c2ccc(F)cc2)Oc2ccc(NC(=O)C3CC3)cc2C1=O	i	2	i	-3
O=C(NCc1ccco1)c1cccc2c1C(=O)c1ccc(/C=C/c3ccccc3)cc1S2(=O)=O	i	-4	i	-18
CC(=O)OC[C@H]1O[C@@H](O[C@H]2C[C@]3(C)C(C[C@@H](O)C4C([C@]5(C)CC[C@@H](C(C)(C)O)O5)CC[C@]43C)[C@@]3(C)CC[C@H](O)C(C)(C)C23)[C@H](O[C@@H]2O[C@@H](C)[C@H](O)[C@@H](O)[C@H]2O)[C@@H](O)[C@@H]1O (stereo not given in full)	i	-1	i	-4
COc1ccc(S(=O)(=O)Nc2cccc3c2O[C@H](CN(C)Cc2ccncc2)[C@@H](C)CN([C@H](C)CO)C3=O)cc1	i	-6	i	-3
COc1ccccc1-n1cnnc1SCC(=O)NC1CCCC1	i	15	i	1
NC(=O)c1nn(CC(=O)Nc2cccc(S(=O)(=O)N3CCCC3)c2)c(=O)c2ccccc12	i	0	i	4
CN(C)c1ccc(/C=N/NC(=O)c2ccc(-n3cnnn3)cc2)cc1	i	7	i	-10
Cc1ccc(C2=NN(C(=O)CSc3nnnn3C)C(c3ccco3)C2)cc1 (stereo not given)	i	-6	i	-11
COc1ccccc1NC(=O)C(C)Sc1nc(-c2ccccc2)cn1N (stereo not given)	i	4	i	1
O=C(NNC(=O)C12CC3CC(CC(Br)(C3)C1)C2)c1ccccc1F	i	8	i	-6
COc1cc(/C=C/C(=O)OCC(=O)Nc2ccc(Cl)cn2)ccc1O	i	-4	i	4
CCCn1nc(C(=O)Nc2cccc(S(=O)(=O)N(C)c3ccccc3)c2)c2ccccc2c1=O	i	0	-9.2*	-7
O=C(Nc1cccc(S(=O)(=O)N2CCOCC2)c1)c1ccc(=O)[nH]c1	i	6	i	-10
CCOC(=O)c1ccc(S(=O)(=O)N2CCN(C/C=C/c3ccccc3)CC2)cc1	i	-3	i	3
COc1ccc(CNC(=O)CCn2c(C)csc2=O)cc1	i	-8	i	2
O=C(Cc1cccc([N+](=O)[O-])c1)Nc1cccc(C(=O)N2CCOCC2)c1	i	-3	i	0
FC(F)Oc1ccc(C2=Nn3c(nnc3-c3ccccc3Cl)SC2)cc1OCC1CC1	i	7	i	1
COc1ccccc1-c1sc2cc3c(cc2c1C#Cc1ccccn1)OCO3	i	-11	i	0
COc1ccc(CCN(C)C(=O)C(CCSC)NC(=O)c2ccco2)cc1OC (stereo not given)	i	0	i	-4
COc1cc(C#Cc2c(C=O)n(C)c3ccccc23)cc(OC)c1	i	7	i	-1
C=CC[C@@H](CC(=O)N(CCO)Cc1ccccc1)C(=O)N[C@H](COC(=O)[C@@H](CC=C)Cc1ccc(F)cc1)Cc1c[nH]c2ccccc12	i	0	i	8
O=C(COC(=O)/C=C/c1cccc(C(F)(F)F)c1)NC(=O)NCc1ccco1	i	2	i	-1
COc1ccc(Br)c(C(=O)OCC(=O)NC(=O)NC2CCCC2)c1	i	3	i	2
O=C(COC(=O)c1cc(Br)ccc1O)c1ccc(F)cc1	i	4	i	-3
CN(CC(=O)Nc1ccccc1Cl)C(=O)CSc1nnc(-c2ccco2)n1C	i	-3	i	4
Cc1cc(OCC(=O)OCC(=O)NC2CCCC2)ccc1Cl	i	-2	i	9
COc1cc(NC(=O)C[n+]2ccc(C(=O)c3ccccc3)cc2)cc(OC)c1	i	0	i	5
COc1ccccc1-c1sc2cc3c(cc2c1C#CCO)OCO3	i	-23	i	1
Cc1ccc(Cl)cc1NC(=O)COC(=O)CCN1C(=O)C2CC=CCC2C1=O (stereo not given)	i	-7	i	1
O=C(COC(=O)c1ccc(F)cc1)NCC1COc2ccccc2O1 (stereo not given)	i	1	i	2
C=CCN([C@@H](CC(C)C)C(=O)OC)S(=O)(=O)N(CC=C)[C@@H](CC(C)C)C(=O)OC	i	-8	i	15
Cc1nc2ccc(NS(=O)(=O)c3ccc(Br)cc3)cc2s1	i	5	i	9
Cc1noc(C)c1S(=O)(=O)N(C)C[C@H]1Oc2ccc(NC(=O)Cn3cnnn3)cc2C(=O)N([C@H](C)CO)C[C@@H]1C	i	-11	i	-4

Some entries already given, reduced to ANO1 activ, Dyrk1A ADPGlo and HDAC3 inhib:
Compound | ANO1 activ | Dyrk1A ADPGlo | HDAC3 inhib
O=C(COC(=O)c1cc(Br)ccc1O)c1ccc(F)cc1 | i | 4 | -3
CN(CC(=O)Nc1ccccc1Cl)C(=O)CSc1nnc(-c2ccco2)n1C | i | -3 | 4
Cc1cc(OCC(=O)OCC(=O)NC2CCCC2)ccc1Cl | i | -2 | 9
COc1cc(NC(=O)C[n+]2ccc(C(=O)c3ccccc3)cc2)cc(OC)c1 | i | 0 | 5
COc1ccccc1-c1sc2cc3c(cc2c1C#CCO)OCO3 | i | -23 | 1
Cc1ccc(Cl)cc1NC(=O)COC(=O)CCN1C(=O)C2CC=CCC2C1=O (stereo not given) | i | -7 | 1

Remaining list, next part.
SMILES	ANO1 activ	Dyrk1A ADPGlo	KCNK3 block	HDAC3 inhib
O=C(NCC(F)(F)F)c1ccc(S(=O)(=O)N2CCN(C(=O)C3CCCO3)CC2)cc1 (stereo not given)	i	11	i	-2
Cc1ccc(C(=O)C(C)OC(=O)CCS(=O)(=O)c2ccc(C)cc2)cc1 (stereo not given)	i	0	i	-4
Cc1ccc(SCC(=O)OCc2csc(CC(=O)Nc3ccccc3C)n2)cc1C	i	3	i	3
C[C@@]12C(=O)N(c3ccc(Br)cc3)C(=O)N1[C@@H]1c3ccccc3OC[C@@H]1[C@H]2c1ccccc1	i	0	i	0
Cc1ccc(NC(=O)COc2ccccc2C(=O)NCc2ccccc2)cc1	i	5	i	-3
O=C(OCC(=O)N1CCOCC1)c1ccccc1OCc1ccc(Cl)cc1	i	9	i	-3
CN(C(=O)COC(=O)c1ccc(S(=O)(=O)N2CCOCC2)cc1)c1ccccc1	i	-1	i	-2
CCN(CC)S(=O)(=O)c1ccc(OC)c(NC(=O)CSCc2c(C)noc2C)c1	i	0	i	1
CCOc1ccccc1NC(=O)C(c1ccccc1)N1CCN(C(=O)c2ccco2)CC1 (stereo not given)	i	3	i	8
Cc1cccc(-c2ccc3ncnc(NCc4cccnc4)c3c2)c1	i	12	i	-6
Cc1nc2ccccc2n1CC(=O)c1ccc(O)c(O)c1	i	9	i	3
C=CC[C@@H](CC(=O)N[C@H](CO)Cc1ccccc1)C(=O)N[C@H](COC(=O)[C@@H](CC=C)Cc1ccc(F)cc1)Cc1ccccc1	i	2	i	7
COc1ccc(NC(=O)Cc2ccc(C)c(C)c2)cc1S(=O)(=O)N1CCCCC1	i	-4	i	-8
COc1ccc(NC(=O)COC(=O)C2CCN(S(=O)(=O)c3cccs3)CC2)cc1OC	i	-3	i	3
COc1ccccc1N1CCN(C(=O)C(C)NC(=O)c2ccco2)CC1 (stereo not given)	i	-3	i	3
CN(CC(=O)Nc1ccc(F)cc1)CC(=O)N1CCCCC1	i	0	i	3
COc1ccc(Cl)cc1C(=O)OCC(=O)c1ccc[nH]1	i	-4	i	2
Cc1ccc(C(=O)NNC(=O)c2ccncc2)cc1[N+](=O)[O-]	i	2	i	3
COC(=O)c1c(-c2ccc(OC)cc2)sc2cc(OC)c(OC)cc12	i	3	i	-2
CC(O)C(NC(=O)OCc1ccccc1)C(=O)OCc1ccccc1 (stereo not given)	i	2	i	1
C=CCC[C@@H](Cc1ccc(F)cc1)C(=O)OC[C@@H](NC(=O)[C@@H](CC=C)CC(=O)N[C@@H](CO)Cc1ccccc1)C(C)(C)C	i	5	i	18
Cc1noc(C)c1-c1csc(N2CCC(C(N)=O)CC2)n1	i	7	i	-1
CC(=O)C[C@@H](O)CC(=O)[C@@H]1OC(=O)CC/C=C\Cc2ccccc21	i	5	i	1
O=C(OCC(=O)c1c[nH]c2ccccc12)c1cncc(Br)c1	i	7	i	-4
CC1(C)Cc2cccc(OCC(=O)NCc3ccc(F)cc3)c2O1	i	4	i	-1
Cc1ccc(S(=O)(=O)n2cc(-c3ccccc3)c3ccccc32)cc1	i	2	i	-1
COc1ccc([C@H]2CC(=O)C=C(c3ccc(CNC(=O)OC(C)(C)C)cc3)C2)cc1	i	9	i	0
O=S(=O)(c1ccc(Br)cc1Cl)N1CCCN(c2ccc(C(F)(F)F)cn2)CC1	i	-2	i	4
O=C(NCCc1ccccc1)c1ccc2c(c1)S(=O)(=O)N=C1CCCCCN12	i	-6	i	-2
CC(C)(O)[C@@H]1CC[C@@](C)(C2CC[C@]3(C)C2[C@H](O)CC2[C@@]4(C)CC[C@H](O)C(C)(C)C4[C@@H](O[C@H]4O[C@@H](CO)[C@H](O)[C@@H](O)[C@@H]4O[C@@H]4O[C@H](CO)[C@@H](O)[C@H](O)[C@H]4O)C[C@]23C)O1 (stereo in doubt)	i	-3	i	-9
CCC(=O)c1ccc(OCC(=O)OCC(=O)N(CCC#N)c2ccc3c(c2)OCCO3)cc1	i	1	i	3
COc1cc(C(=O)NCCc2ccccc2)ccc1OCC(=O)N1CCOCC1	i	-2	i	-7
O=C1C=C(c2ccoc2)N2CCC[C@H]2C1	i	21	i	-2
COc1cc(OC)cc(C(=O)Nc2ccn(C)n2)c1	i	-3	i	-3

Reprinted at random: 4 compounds from above.
SMILES	ANO1 activ	Dyrk1A ADPGlo	KCNK3 block	HDAC3 inhib
COc1cc(OC)cc(C(=O)Nc2ccn(C)n2)c1	i	-3	i	-3
COc1cc(C(=O)NCCc2ccccc2)ccc1OCC(=O)N1CCOCC1	i	-2	i	-7
O=C1C=C(c2ccoc2)N2CCC[C@H]2C1	i	21	i	-2
CCC(=O)c1ccc(OCC(=O)OCC(=O)N(CCC#N)c2ccc3c(c2)OCCO3)cc1	i	1	i	3

Compound profiles (already shown):
O=C(COC(=O)CNC(=O)c1ccccc1)NCCCc1ccccc1 reads ANO1 activ: i; Dyrk1A ADPGlo: -1; KCNK3 block: i; HDAC3 inhib: -3
Cc1ccc(C(=O)NNC(=O)c2ccncc2)cc1[N+](=O)[O-] reads ANO1 activ: i; Dyrk1A ADPGlo: 2; KCNK3 block: i; HDAC3 inhib: 3
